Compound activity: PubChem BioAssay, several laboratories
GPR55 antagonists = GPR55 antagonists blocking LPI-driven arrestin recruitment, primary screen, imaging, U2OS, beta-arrestin-GFP, LPI agonist (AID 2013); G-protein coupled receptor 55 (Homo sapiens); U2OS GPR55 beta-arrestin-GFP translocation imaging, LPI antagonism; higher % means a stronger effect; one-dose inhibition, % at 10 µM; IC50 in µM for titrated hits; 0.13% of 290,000 active;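 active = spots per cell inhibited over 60%, with over 100 cells counted and total cytoplasm intensity under 500,000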;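 also: U2OS cells stably carrying GPR55 and arrestin-GFP stimulated by 5 µM LPI near EC80; imaged beta-arrestin-GFP aggregate spots per cell after agonist stimulation; plate controls were LPI-stimulated DMSO wells for no effect and DMSO wells without LPI for full effect; some results filed as inactive read as strong as hits; confirmed hits need IC50 under 10 µM and bright autofluorescent wells are also inconclusive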
NOD2 inhibition = NOD2 signaling inhibitors, cell-based, luminescence, uHTS, HEK293 (AID 1566). HEK293 NOD2/NF-kB luciferase reporter, luminescence; higher % means a stronger effect. inhibition, % at 4 µM, or EC50 in µM where a hit was titrated. 0.63% of 290,000 active; also: many of its hits are not listed in these tables
KOR beta-arrestin-1 = KOR agonists, beta-arrestin recruitment, primary screen, cell-based, luminescence, uHTS (AID 1777); Kappa-type opioid receptor (Homo sapiens); KOR beta-arrestin recruitment, luminescence; higher % means a stronger effect; activation, % at 10 µM; hits with a dose series show EC50 in µM; 0.02% of 280,000 active; in the data active = activation above about 50%, passing the limit was not always enough; also: a part of the inactive calls stands beside numbers as strong as those of hits
KOR beta-arrestin-2 = KOR antagonists, beta-arrestin recruitment, cell-based, luminescence, uHTS (AID 1778) | Kappa-type opioid receptor (Homo sapiens) | KOR beta-arrestin recruitment, luminescence, antagonist mode; higher % means a stronger effect | one-dose inhibition, % at 10 µM; IC50 in µM for titrated hits | 0.091% of 290,000 active; also: strong numbers were not always called active
NOD1 inhibition = NOD1 signaling inhibitors, primary screen, cell-based, luminescence, uHTS (AID 1578) | NOD1-driven NF-kB luciferase reporter cells, luminescence; higher % means a stronger effect | 1% of 290,000 active | inhibition, % at 4 µM; hits with a dose series show EC50 in µM; in the data active = inhibition mostly above about 36%, no sharp cut-off; inactive = mostly below about 34%;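 also: HEK-293T reporter cells stimulated with the NOD1 agonist gamma-tri-DAP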
NTR1 ag = agonists of NTR1, primary screen, imaging, U2OS cells, beta-arrestin-GFP, high content (AID 493036); 0.17% of 330,000 active; activation, % at 20 µM; NTR1-U2OS beta-arrestin-GFP spot imaging, agonist mode;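 active = activation at or above 40% of the spot to cytoplasm intensity ratio, with at least 20 cells analyzed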;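 also: 0% = DMSO without peptide and 100% = 100 nM NTR1 peptide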
Target sequence (P30989 whole entry, looked up): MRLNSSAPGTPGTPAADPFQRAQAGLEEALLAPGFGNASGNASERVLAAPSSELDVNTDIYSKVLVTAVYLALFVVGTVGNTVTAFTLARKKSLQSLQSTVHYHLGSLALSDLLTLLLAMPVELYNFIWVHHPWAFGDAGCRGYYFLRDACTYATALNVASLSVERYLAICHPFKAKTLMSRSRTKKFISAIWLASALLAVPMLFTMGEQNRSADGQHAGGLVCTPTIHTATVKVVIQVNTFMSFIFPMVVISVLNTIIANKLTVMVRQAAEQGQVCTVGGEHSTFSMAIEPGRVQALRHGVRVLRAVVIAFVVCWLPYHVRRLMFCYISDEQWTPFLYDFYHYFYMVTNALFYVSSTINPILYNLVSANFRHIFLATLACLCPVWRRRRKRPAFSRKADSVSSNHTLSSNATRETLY
Myeloid diff 2 = induction of myeloid progenitor differentiation, primary screen, cell-based, flow cytometry, MLPCN library; ER-HoxA9 myeloid progenitors, lysozyme-GFP differentiation; calls only at 10 µM; 1% of 360,000 active; AID 624256, 2012;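 active = normalized GFP-positive differentiation at or above the plate's own cutoff, the solvent-only control mean plus 3 SD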;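 also: cells exposed to compound for four days before flow analysis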
T cell modulator = modulators of CD8 T cell-vesicle binding, primary screen, mouse 2C CD8+ T cells, flow cytometry; 2C CD8+ T cell-vesicle binding; stronger effect = lower value; calls only at 7 µM; 0.068% of 330,000 active;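 active = response, share of CD8 T cells binding vesicles, and their 90th percentile fluorescence all below set limits, cut at about 80% in these data, passing the limit was not always enough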
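Material: 2C TCR transgenic mouse naive CD8+ T cells, MACS-purified. Also added: QL9-charged Drosophila Ld/ICAM-1/B7-1 vesicles. Timing: binding 1.5 h at 37 °C. Measured by: high-throughput flow cytometry with anti-B7-1 and anti-CD8 staining. Read-out: percent CD8+ FL2 mean versus row control. Controls: Unloaded micro-vesicles (low), QL9 vesicles with 0.7% DMSO (high).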
GPR55 activation = GPR55 agonists via beta-arrestin recruitment, primary screen, imaging, U2OS cells, beta-arrestin-GFP redistribution (AID 1961); G-protein coupled receptor 55 (Homo sapiens); 0.048% of 290,000 active; U2OS GPR55 beta-arrestin-GFP redistribution imaging; higher % means a stronger effect; activation, % at 10 µM, or EC50 in µM where a hit was titrated;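 active = activation above 40% with more than 50 cells counted in the well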;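 also: U2OS osteosarcoma cells stably expressing GPR55 and beta-arrestin-GFP; plate controls were DMSO negative control for no effect and LPI positive control for full effect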
T cell modulator vesicle-bound % = further read-out of T cell modulator, marked with its call; double positive events, %; measured here: CD8+ vesicle-bound cell fraction;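 binding gate set so that unloaded-vesicle control wells show 10% double positive cells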
NTR1 ag cell count 20 µM = further read-out of NTR1 ag, marked with its call; cell count; measured here: cell count, cytotoxicity flag
Myeloid diff 2 GFP+ MAC1+ % = also measured in Myeloid diff 2; calls as there; GFP+ MAC1+ double positive, %; measured here: differentiation confirmed by MAC1 staining
Numbers without * were called inactive; i = inactive; nt = not tested or not shown; [ ] = dose if it differs, or a comment. Rule as the data show it, unless noted: active = inhibition above about 50%; inactive = the rest.

(1) Cc1oc(-c2cccs2)nc1CN1CCN(C2CCCC2)C(CCO)C1 (configuration not stated)
(2) O=C(CCN1C(=O)C2C3C=CC(C3)C2C1=O)Nc1c(F)cc(F)cc1Br (configuration not stated)
(3) O=C(CCc1nnc(CCCc2ccccc2)o1)NC(C1CC1)C1CC1
(4) O=C(O)C1CCCCC1C(=O)NCCCN1CCCC1=O (configuration not stated)
(5) COc1ccc(C(=O)CCN2CCN(c3ccccc3OC)CC2)cc1
(6) COc1ccc(CNc2c(CO)cnc3c2cnn3C)cc1
(7) CC1=CC2=NC(=O)CC(C)(C(=O)N(CC(=O)NC(C)(C)C)Cc3ccccc3)N2C=C1 (configuration not stated)
(8) Cc1ccc(OC(C)C(=O)Nc2ccc(S(=O)(=O)Nc3nccs3)cc2)cc1 (configuration not stated)
(9) CC(=O)Nc1ccc(S(=O)(=O)NNC(=S)NCC2CCCO2)cc1 (configuration not stated)
(10) O=CN1CCN(C(=O)c2cccc3c2-c2ccccc2C3=O)CC1

entry no.	1	2	3	4	5	6	7	8	9	10
GPR55 antagonists	6%	-3%	4%	-11%	-8%	5%	9%	13%	7%	7%
NOD2 inhibition	-7%	2%	-92%	2%	6%	5%	13%	10%	12%	-12%
KOR beta-arrestin-1	2.5%	-1.1%	nt	3.9%	1.0%	3.7%	-1.5%	-1.2%	-1.3%	-5.4%
KOR beta-arrestin-2	2%[20 µM]	31%	-53%[20 µM]	-32%[20 µM]	-21%	-22%[20 µM]	-6%	-10%	11%	-12%
NOD1 inhibition	-21%	-18%	-53%	-35%	0%	-21%	-20%	-41%	4%	6%
NTR1 ag	0.3	-0.5	-0.1	-0.4	4.0	0.2	-1.1	1.7	-0.9	0.2
NTR1 ag cell count 20 µM	72	51	97	66	55	50	57	55	73	55
Myeloid diff 2	i	i	i	i	i	i	i	i	i	i
Myeloid diff 2 GFP+ MAC1+ %	0.9	1.3	0.4	0.4	0.5	0.4	0.2	0.6	0.9	0.7
T cell modulator	i	i	i	i	i	i	i	i	i	i
T cell modulator vesicle-bound %	33	28	46	57	25	11	26	40	2	10
GPR55 activation	-0.2%	-0.3%	-0.2%	-0.4%	-0.2%	-0.1%	-0.1%	-0.2%	-0.2%	-0.1%

Exported field by field: part of the list above.
4	O=C(O)C1CCCCC1C(=O)NCCCN1CCCC1=O (configuration not stated)
  GPR55 antagonists: -11%
  NOD2 inhibition: 2%
  KOR beta-arrestin-1: 3.9%
  KOR beta-arrestin-2: -32%[20 µM]
  NOD1 inhibition: -35%
  NTR1 ag: -0.4
  NTR1 ag cell count 20 µM: 66
  Myeloid diff 2: i
  Myeloid diff 2 GFP+ MAC1+ %: 0.4
  T cell modulator: i
  T cell modulator vesicle-bound %: 57
  GPR55 activation: -0.4%
5	COc1ccc(C(=O)CCN2CCN(c3ccccc3OC)CC2)cc1
  GPR55 antagonists: -8%
  NOD2 inhibition: 6%
  KOR beta-arrestin-1: 1.0%
  KOR beta-arrestin-2: -21%
  NOD1 inhibition: 0%
  NTR1 ag: 4.0
  NTR1 ag cell count 20 µM: 55
  Myeloid diff 2: i
  Myeloid diff 2 GFP+ MAC1+ %: 0.5
  T cell modulator: i
  T cell modulator vesicle-bound %: 25
  GPR55 activation: -0.2%

(list continues)
(11) COc1ccc(Cl)cc1NC(=O)CN1CCC(NC(=O)C2CC2)CC1
(12) O=C(C1=C[C@H](c2coc3ccccc3c2=O)C[C@H](OCCCCO)O1)N1CCN(Cc2ccc3c(c2)OCO3)CC1
(13) COc1ccc(-c2csc(C3=C(O)CN(C(C)C)C3=N)n2)cc1OC
(14) C=CCn1c(SCC(N)=O)nc2scc(-c3ccc(C)o3)c2c1=O
(15) O=C(O)c1ccc(/C=N/Nc2nc(N3CCCCC3)nc(N3CCCCC3)n2)cc1
(16) CC(O)CNc1nc2sc3c(c2c(=O)n1Cc1ccco1)CCCCC3 (configuration not stated)
(17) O=C1N(Cc2cccc(Cl)c2)C[C@@H]2C[C@@H](c3cccn3-c3ccccn3)N3CCC[C@@]123
(18) C(=N\c1nc2ccccc2n1Cc1ccccc1)/c1cccs1
(19) COC(=O)COc1ccc(Oc2cc(C)nc(SC)n2)nn1
(20) C=CCN(N=Nc1cccc([N+](=O)[O-])c1)c1cccc([N+](=O)[O-])c1

entry no.	11	12	13	14	15	16	17	18	19	20
GPR55 antagonists	2%	13%	2%	1%	3%	0%	21%	1%	7%	13%
NOD2 inhibition	2%	5%	-9%	-83%	9%	-37%	-35%	-7%	7%	-9%
KOR beta-arrestin-1	14%	3.2%	1.1%	-1.5%	1.6%	0.5%	nt	1.2%	-2.9%	-2.7%
KOR beta-arrestin-2	-5%	-4%	-33%	-10%	19%	-19%	24%[20 µM]	-15%	22%	8%
NOD1 inhibition	34%	-7%	-43%	-41%	-7%	-9%	31%	11%	-24%	-32%
NTR1 ag	-1.2	-0.2	-0.2	2.4	-0.9	2.5	0.3	-0.1	0.5	5.9
NTR1 ag cell count 20 µM	59	50	22	81	65	38	54	50	75	52
Myeloid diff 2	i	i	i	i	i	i	i	i	i	i
Myeloid diff 2 GFP+ MAC1+ %	0.6	1.8	0.5	0.3	0.9	0.2	0.4	2.0	1.0	1.4
T cell modulator	i	nt	i	i	i	i	i	i	i	i
T cell modulator vesicle-bound %	36	nt	42	46	24	38	13	20	8	34
GPR55 activation	0.2%	0.6%	-0.3%	0.3%	-0.3%	-0.1%	-0.1%	-0.3%	-0.1%	0.3%

(cont.)
Below each SMILES: GPR55 antagonists, NOD2 inhibition, KOR beta-arrestin-1, KOR beta-arrestin-2, NOD1 inhibition, NTR1 ag, NTR1 ag cell count 20 µM, Myeloid diff 2, Myeloid diff 2 GFP+ MAC1+ %, T cell modulator, T cell modulator vesicle-bound %, GPR55 activation
21. CCN(CC)CCn1c(-c2ccccc2)nc(=S)c2c1CC(C)(C)OC2
→ -4%, -10%, -0.9%, -25%, 2%, -0.6, 71, i, 0.4, i, 57, -0.1%
22. Cc1cccc(CN2CCSc3sccc3C2=O)c1
→ -2%, 5%, -0.2%, -11%, -25%, -0.2, 50, i, 0.3, i, 10, 1.0%
23. COc1cccc(NC(=O)CCC2CCN(C(=O)c3sccc3C)CC2)c1
→ 1%, 14%, 0.5%, -15%, -6%, 0.0, 80, i, 1.0, i, 7, 0.0%
24. CC1CCN(c2ncccc2C(=O)O)CC1
→ 17%, 2%, -1.9%, -8%, -9%, -0.8, 40, i, 0.6, nt, nt, -0.1%
25. Cc1oc2c(C)c(O)ccc2c(=O)c1-c1ccc2ccccc2n1
→ -4%, -13%, 3.8%, -15%, 11%, -0.3, 57, i, 0.9, i, 7, -2.1%
26. O=C(Nc1nnc(C2CC2)s1)C1CCCO1 (configuration not stated)
→ 16%, -8%, -3.8%, -8%, -40%, -1.6, 91, i, 0.2, i, 21, -0.1%
27. O=C(/C=C/c1ccco1)NC(=S)Nc1ccc(Cl)cn1
→ 2%, 17%, 0.2%, 6%, -27%, 4.4, 59, i, 1.8, i, 36, 0.0%
28. COc1ccc(CN2CCNC(=O)C2CC(=O)NCc2cn3ccc(C)cc3n2)c(OC)c1 (configuration not stated)
→ -5%, -32%, -4.1%, 2%, -37%, 0.4, 95, i, 0.1, i, 46, -0.2%
29. CC(=O)Nc1cccc(N=NN2CCOCC2)c1
→ 0%, 0%, -0.3%, -32%, -35%, -0.5, 35, i, 0.1, i, 32, 0.2%
30. Nc1nnc(Sc2ccc(Cl)cc2[N+](=O)[O-])s1
→ -1%, -2%, -4.3%, -31%, -4%, -0.2, 92, i, 0.3, i, 55, -0.3%
31. Cc1cc(S(=O)(=O)N(Cc2ccc(C(C)C)cc2)CC2CCCO2)ccc1-n1cnnn1 (configuration not stated)
→ -8%, 19%, -1.2%, -45%, 14%, 5.7, 58, i, 0.9, i, 34, 0.0%
32. COc1cc(NC(=O)C2CCN(S(=O)(=O)c3ccc4[nH]c(=O)oc4c3)CC2)cc(OC)c1
→ -14%, 6%, 3.0%, -22%, 9%, -0.8, 60, i, 3.1, i, 42, 0.0%
33. CCc1nnc(N/N=C/c2ccccc2F)n1N
→ -8%, 8%, 1.3%, 31%, -14%, 1.7, 37, i, 1.0, i, 3, -0.5%
34. COc1ccc(/C=N\NC(=O)c2ccc([N+](=O)[O-])cc2)cc1COc1c(F)c(F)cc(F)c1F
→ -6%, 39%, -2.4%, 26%, 34%, 0.3, 57, i, 1.8, i, 9, -0.1%
35. CC(C)(C)n1ncc2c(=O)n(CC(=O)Nc3ccc4c(c3)OCO4)cnc21
→ 4%, -4%, 2.9%, -21%, -31%, -0.5, 44, i, 1.0, i, 41, 0.0%
36. CC(C)(C)C(=O)CN1C(=O)NC(c2ccccc2)(c2ccccc2)C1=O
→ 12%, 9%, 2.7%, -33%, 1%, -0.1, 61, i, 0.3, i, 14, -0.2%
37. Cc1ccc(CS(=O)(=O)CCC(=O)NCC2CCCO2)cc1 (configuration not stated)
→ 7%, 7%, -2.3%, 0%, -19%, -0.7, 56, i, 0.9, i, 57, -0.1%
38. CCS(=O)(=O)N1CCCC(C(=O)NCc2ccc3c(c2)OCO3)C1 (configuration not stated)
→ -6%, 17%, 4.1%, -17%, 11%, 0.3, 37, i, 0.6, i, 20, 0.3%
39. O=C1CC(N2CCN(c3ccc(S(=O)(=O)N4CCCC4)cc3)CC2)C(=O)N1c1ccc(F)cc1 (configuration not stated)
→ 1%, -8%, 4.3%, -18%, -16%, -0.9, 64, i, 0.6, nt, nt, -0.1%
40. OC(COC(c1ccc(Cl)cc1)c1ccc(Cl)cc1)CN1CCN(c2ccccn2)CC1 (configuration not stated)
→ 20%, -14%, 5.0%, -13%, -12%, 20, 72, i, 0.1, i, 52, -0.2%

A portion of the library. The share of hits here may be higher or lower than overall.
